# HTT aggregate: qHTS Multiplex Assay to Identify Dual Action Probes in a Cell Model of Huntington: Aggregate Formation (GFP). Potency, µM (doses to about 46.1 µM), without a hit: at the top dose activity change, negative = inhibition, hits mostly inhibitors. actives 1.1% (n = 220,000). AID 1688, 2009. PC12 HttQ103-GFP aggregates, Acumen cytometry, 40 h; also: potency is read from the fitted curve at half-maximal effect; % is scaled to controls: 0 for no effect and ±100 for the full control effect; nearly all actives have a fitted effect of over 60% in size
#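 Quantitative HTS on tebufenozide-induced (100 nM) PC12 cells stably expressing polyQ103 Huntingtin exon 1–GFP. Reduction of bright GFP aggregates, detected by laser scanning cytometry after lysis, identified actives across the titration.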
# CBFb RUNX1 block: qHTS Assay for Compounds Blocking the Interaction Between CBF-beta and RUNX1 for the Treatment of Acute Myeloid Leukemia; Runt-related transcription factor 1 (Homo sapiens) + Core-binding factor subunit beta …; AlphaScreen CBFb-His/RUNX1-biotin binding, biochemical; Potency, µM (highest dose often 59.8 µM), for the others: top-dose activity, negative = inhibition, usual class: inhibitors; 230,000 tested, under 10 active; also: % of control where 0% means no effect
# Target sequence (Q01196 whole entry, looked up): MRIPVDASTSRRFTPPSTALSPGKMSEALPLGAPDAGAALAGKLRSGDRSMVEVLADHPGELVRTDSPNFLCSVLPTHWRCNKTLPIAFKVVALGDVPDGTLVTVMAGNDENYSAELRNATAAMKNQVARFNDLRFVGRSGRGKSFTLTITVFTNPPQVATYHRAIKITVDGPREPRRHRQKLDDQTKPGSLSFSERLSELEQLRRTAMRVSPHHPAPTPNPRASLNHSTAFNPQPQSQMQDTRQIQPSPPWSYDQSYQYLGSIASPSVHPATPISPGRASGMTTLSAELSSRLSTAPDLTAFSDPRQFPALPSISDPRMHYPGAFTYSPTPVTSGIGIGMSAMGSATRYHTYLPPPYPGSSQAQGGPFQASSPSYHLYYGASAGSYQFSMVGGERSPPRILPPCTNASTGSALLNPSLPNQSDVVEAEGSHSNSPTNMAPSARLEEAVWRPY
# Target sequence (Q13951 whole entry, looked up): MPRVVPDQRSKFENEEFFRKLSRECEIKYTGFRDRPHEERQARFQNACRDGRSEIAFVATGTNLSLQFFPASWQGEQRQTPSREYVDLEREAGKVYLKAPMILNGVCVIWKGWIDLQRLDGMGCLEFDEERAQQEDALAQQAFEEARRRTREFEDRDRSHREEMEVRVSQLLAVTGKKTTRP
#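 Read-out: AlphaScreen. Format: His-CBF-beta with biotinylated RUNX1 (30 nM each) preincubated 20 min, compound 15 min, Ni-chelate plus streptavidin beads 90 min; room temperature throughout.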
# NPSR antag: qHTS Assay for Antagonists of the Neuropeptide S Receptor: cAMP Signal Transduction; Potency, µM (titrated, usually from 38.3 µM), for inactives: at the highest dose activity change, negative = inhibition, usual class: inhibitors; actives 1% (n = 220,000); AID 1461, 2008; CHO-NPSR cells, cAMP TR-FRET, antagonist mode; also: potency is read from the fitted curve at half-maximal effect; % is scaled to controls: 0 for no effect and ±100 for the full control effect; nearly all actives have a fitted effect of over 50% in size; many of its hits are not listed in these tables
# Target sequence (Q6W5P4 whole entry, looked up): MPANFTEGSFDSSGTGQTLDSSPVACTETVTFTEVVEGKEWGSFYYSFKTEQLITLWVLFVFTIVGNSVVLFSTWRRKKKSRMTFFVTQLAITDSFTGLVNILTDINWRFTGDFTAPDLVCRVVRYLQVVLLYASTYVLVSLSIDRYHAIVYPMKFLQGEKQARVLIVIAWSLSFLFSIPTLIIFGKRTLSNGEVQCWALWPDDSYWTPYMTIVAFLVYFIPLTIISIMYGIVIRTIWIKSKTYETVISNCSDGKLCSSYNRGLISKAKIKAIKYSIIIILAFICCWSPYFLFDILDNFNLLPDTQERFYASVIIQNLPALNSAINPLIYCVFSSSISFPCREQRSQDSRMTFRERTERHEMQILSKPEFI
# L3MBTL1 inh: qHTS Assay for the Inhibitors of L3MBTL1; Lethal(3)malignant brain tumor-like protein 1 (Homo sapiens), Q9Y468; AlphaScreen L3MBTL1–H3K9me1 peptide binding; Potency, µM (titrated, usually from 57.1 µM), for the others: at the top dose activity, negative = inhibition, usual class: inhibitors; actives 0.66% (n = 230,000); AID 485360, 2010; also: potency is read from the fitted curve at half-maximal effect; % is scaled to controls: 0 for no effect and ±100 for the full control effect; nearly all actives have a fitted effect of over 60% in size
#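 L3MBTL1 (50 nM) pre-complexed 30 min with biotinylated H3(1-15)K9me1 peptide (75 nM), then compounds added for 30 min at room temperature; AlphaScreen streptavidin donor/nickel chelate acceptor beads (10 ug/mL final) read after 30 min dark incubation.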
# KinaseGlo FLuc: Counterscreen for Luciferase (Kinase-Glo TM) Inhibition; AID 1379, 2008; Kinase-Glo luciferase, ATP luminescence, 8 min; actives 0.28% (n = 200,000); Luciferin 4-monooxygenase (Photuris pensylvanica), Q27757; Potency, µM (titrated, usually from 38.3 µM), for inactives: at the top dose activity change, negative = inhibition, actives largely listed as inhibitors; also: potency is read from the fitted curve at half-maximal effect; % is scaled to controls: 0 for no effect and ±100 for the full control effect; nearly all actives have a fitted effect of over 60% in size
#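 Recombinant Kinase-Glo luciferase, 10 uM ATP (linear range), luciferin; imidazole pH 7.2 / KCl / MgCl2 / Tween / BSA buffer; 8 min RT; luminescence.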
# Epigenetic derep: Quantitative High-Throughput Screen for Regulators of Epigenetic Control; Potency, µM (highest dose often 53.9 µM), inactives show top-dose GFP activation, actives largely listed as activators; murine LDR cells, GFP reporter derepression, 30 h; actives 0.2% (n = 280,000); AID 1865, 2009; also: potency is read from the fitted curve at half-maximal effect; % of control where 0% means no effect; nearly all actives have a fitted effect of over 60% in size
#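 Derepression of a silenced CMV-GFP reporter in murine LDR cells is scored by enumerating GFP-positive cells with a laser-scanning microplate cytometer after 30 hours of treatment at 37 C.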
# IMPase Li inh: qHTS Assay for Identifying the Cell-Membrane Permeable IMPase Inhibitors: Potentiation with Lithium; Potency, µM (doses to about 59.4 µM), for the others: at the highest dose activity, negative = IMPase inhibition, most hits filed as inhibitors; AID 1457, 2008; actives 0.35% (n = 210,000); CHO-M1 cells, IP1 TR-FRET (IP-One), carbachol + lithium;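 also: IP1 builds up when IMPase is blocked and the TR-FRET signal falls; potency is read from the fitted curve at half-maximal effect; plate controls were basal vehicle for no effect and high inhibitor control for full effect; nearly all actives have a fitted effect of over 50% in size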
#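 IP1 accumulation measured by competitive TR-FRET in lysed CHO-M1 cells after 30 min compound exposure at 37C, with a small lithium addition to potentiate weak responses. Hill-equation AC50 from ratio and donor-channel data.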
# Active calls of the source: *; ? = inconclusive; . = no result given; & = joins results of further samples; [ ] = remark or other dose. Calls follow the shape of the dose curve; as a rule, active = well fitted curve in the direction sought with a large enough effect; inconclusive = small, poorly fitted or top-dose-only effect, or another doubt; inactive = no such curve, though single readings can be large; an effect the other way counts as inactive or inconclusive. A portion of the library, so the mix of outcomes need not match the whole.
smiles	HTT aggregate	CBFb RUNX1 block	NPSR antag	L3MBTL1 inh	KinaseGlo FLuc	Epigenetic derep	IMPase Li inh
Cc1ccc(-c2cc(C(=O)Nc3cc(C)on3)c3ccccc3n2)cc1	2.1%	-8.6%	-1.9%	?	-1.1%	2.8%	-3.4%
O=C(CN1C(=O)C(c2ccc(F)cc2)=NC12CCCC2)Nc1ccc(F)cc1	?	6.7%	4.6%	.	-0.2%	6.2%	8.9%
Nc1ccccc1Nc1ccc([N+](=O)[O-])cc1[N+](=O)[O-]	7.7%	-12.5%	-1.0%	-1.2%	1.3%	12.7%	-1.5%
CCCn1c(=N)c(C(=O)NC2CCCC2)cc2c(=O)n3cccc(C)c3nc21	-0.4%	7.0%	23.1%[46.1 µM]	-4.6%	0.5%	0.3%&0.0%	5.0%
CCOc1ccc(NC(=O)C(C)SC(N)=O)cc1 (configuration not stated)	26.4%	-3.4%	-0.2%[46.1 µM]	-4.3%	-1.5%	-3.9%	7.5%[38.3 µM]
CC1CCc2cc(F)ccc2N1C(=O)CSc1nnc2c(n1)[nH]c1ccccc12 (configuration not stated)	8.8%	2.3%	-22.4%	-13.5%	2.6%	1.9%	3.5%
COc1cc(C2C(N3C(=O)c4ccccc4C3=O)C(=O)N2c2ccc(C)c(C)c2)cc(OC)c1OC (configuration not stated)	13.7%	-14.7%	16.1%	-3.1%	1.5%	0.9%	6.3%
O=C(/C=C/c1cccc([N+](=O)[O-])c1)Nn1c(-c2ccccc2F)nc2ccccc2c1=O	14.2%	-9.8%	7.9%	-5.5%	1.4%	-1.0%	9.6%
COc1cc(/C=N/Nc2nnc3c(n2)[nH]c2ccccc23)ccc1O	16.8%	7.3%	12.2%	15.5%	-1.5%	0.0%	8.4%
COc1ccc2c(C(=O)CN3CC(C)OC(C)C3)c[nH]c2c1 (configuration not stated)	-11.6%	3.4%	-1.0%[46.1 µM]	.	3.1%	-1.0%	28.6%[38.3 µM]
COc1ccc(NC(=O)CCC(=O)c2cccs2)cc1S(=O)(=O)Nc1ccccc1Cl	-15.1%	5.7%	-14.9%	-10.0%	7.2%	0.0%	3.6%
CN1CCN(c2cc3c(c4c2[nH]c2ccccc24)C(=O)CC(C)(C)C3)CC1	?	1.2%	-19.9%[46.1 µM]	.	5.8%	-3.2%	11.0%[38.3 µM]
CC(/C=N/n1c(-c2ccccc2)n[nH]c1=S)=C\c1ccco1	5.6%	-19.0%	-5.9%[46.1 µM]	-4.0%	0.2%	0.0%	9.0%
O=C(O)CCC(=O)N1CN2CN(C(=O)CCC(=O)O)CC([N+](=O)[O-])(C2)C1	3.5%[9.22 µM]	2.0%	-17.0%	8.9%	.	0.5%	.
CC(=O)NC(Cc1ccc(F)cc1)C(=O)NC1CCN(c2ncccc2[N+](=O)[O-])CC1 (configuration not stated)	-10.0%	10.9%	0.4%	3.6%	2.4%	0.0%	-1.4%
Cc1snc(SCC(=O)c2ccc(Cl)cc2)c1C#N	-30.3%	8.4%	-19.0%[46.1 µM]	16.1%	0.9%	-0.9%	-13.6%[38.3 µM]
CCOC(=O)c1csc(N)n1	29.1%[9.22 µM]	-16.3%	4.2%	-7.0%	-7.7%	-0.1%	10.8%
CCCOc1ccc(C(NC(=O)CC(C)C)NC(=O)CC(C)C)cc1OC	7.9%	7.7%	4.6%	11.1%	-0.5%	-1.9%	-1.7%
Cn1nnnc1SCC(=O)Nc1ccc(S(=O)(=O)N2CCOCC2)cc1	18.2%[9.22 µM]	12.7%	-6.8%	2.6%	.	-0.3%	.
Cc1cccc(NCC(=O)c2c(N)n(C)c(=O)n(C)c2=O)c1C	?	9.8%	-6.9%	5.8%	1.9%	-1.9%	3.6%
O=C(Nc1ccccn1)c1nc(-c2ccccc2)n(-c2ccccc2)n1	3.9%	-4.8%	-0.1%	-3.9%	3.4%	0.0%	-27.1%
CCOC(=O)c1c(NC(=O)Cc2cccs2)sc(C)c1C	4.1%	7.1%	-16.6%[46.1 µM]	.	-7.5%	-1.0%	31.4%[activator][38.3 µM]
COc1cc(CCC(=O)OCC(=O)NC2CCCC(C)C2C)cc(OC)c1OC (configuration not stated)	-2.9%	10.4%	1.4%	2.7%	-0.2%	-4.1%	-2.0%
Cn1c2ccccc2c(=O)c2c(=O)n(Cc3ccco3)c(-c3ccc(Cl)cc3Cl)nc21	-6.6%[9.22 µM]	1.1%	?	-8.7%	.	1.9%	.
O=Nc1c(O)n(Cc2ccc(Cl)cc2)c2ccccc12	-25.8%	2.7%	-19.5%[46.1 µM]	-7.4%	-2.1%	1.1%	-9.0%[38.3 µM]
CCC(=O)N1CCC2(CC1)Oc1ccc(Cl)cc1C(=O)C21CC(c2cccnc2)=NO1 (configuration not stated)	16.2%[9.22 µM]	2.5%	-1.1%	.	.	7.3%	.
C=CCOn1c(=O)c(=O)n(OCc2ccccc2)c2ccccc21	-4.8%	4.9%	-9.5%[46.1 µM]	-2.4%	.	-7.0%	.
CCS(=O)(=O)N1Cc2ccccc2CC1C(=O)Nc1nnc(SCc2ccc(F)cc2)s1 (configuration not stated)	14.9%	3.4%	4.3%	-5.1%	1.7%	-0.9%	-6.2%
Cc1cccc(N(C(=O)Nc2ccc(Cl)cc2)C2=NCC(C)S2)n1 (configuration not stated)	-3.4%	4.2%	14.9%	-0.5%	0.2%	1.3%	5.7%
O=C(c1ccc(Cn2cc(Cl)c([N+](=O)[O-])n2)cc1)N1CCN(Cc2ccccc2)CC1	44.4%[9.22 µM]	3.0%	?	-8.4%	.	-1.0%	.

# Remaining list, next part
smiles	HTT aggregate	CBFb RUNX1 block	NPSR antag	L3MBTL1 inh	KinaseGlo FLuc	Epigenetic derep	IMPase Li inh
COc1ccc(CCNC(=S)NC(=O)c2ccccc2)cc1C	2.6%[9.22 µM]	-8.9%	0.6%	-18.0%	.	0.8%	.
S=C(NC1CC2CCC1C2)N1CCN(c2cccc(Cl)c2)CC1 (configuration not stated)	-5.4%	0.9%	-33.2%	4.6%	-2.0%	-0.5%	13.1%
CC(C)Cc1ccc(C(C)NC(=O)c2ccc(=O)[nH]c2)cc1 (configuration not stated)	-15.5%	-3.8%	9.1%	-2.9%	-1.0%	-0.5%	2.6%
Cc1nn(C)c(C)c1NC(=O)c1cnn2c(C(F)F)cc(-c3ccccc3)nc12	5.9%[9.22 µM]	11.8%	-6.6%	5.2%	-1.3%	0.5%	9.5%
Cc1ccccc1CNC(=O)c1cc(COc2ccc(F)cc2F)on1	-12.7%[9.22 µM]	?	17.8%	37.1%[activator]	.	-1.2%	5.2%
Cc1c(C(=O)N2CCN(c3ccc(F)cc3)CC2)sc2nc(-c3ccccc3)cn12	-7.1%	-1.9%	-27.7%[46.1 µM]	-8.5%	-5.2%	-0.3%	-4.0%[38.3 µM]
CN(CC(=O)Nc1ccc(Cl)cc1)CC(=O)Nc1ccc(C(N)=O)cc1	28.7%	6.7%	3.7%	-4.8%	-4.0%	-0.3%	7.5%
Oc1ccc(Br)cc1/C=N/N1CCN(Cc2cccc3ccccc23)CC1	-6.3%[9.22 µM]	7.3%	14.6%	-3.5%	.	1.1%	.
CCN1C(=O)c2cccc3c(NS(=O)(=O)c4ccc(NC(C)=O)cc4)ccc1c23	-22.8%	4.3%	-0.9%[46.1 µM]	1.3%	2.0%	0.0%	5.9%[38.3 µM]
N#C/C=C1\n2c(nc3ccccc32)OC12CCCCC2	-1.1%[9.22 µM]	2.0%	-11.6%[46.1 µM]	.	3.9%	-6.1%	-3.3%[38.3 µM]
CCOC(=O)CSc1nnc(CSc2nc3sc4c(c3c(=O)[nH]2)CCCC4)n1-c1ccccc1	4.4%	-15.0%	-23.6%[46.1 µM]	-5.2%	-1.2%	-2.3%	-4.8%[38.3 µM]
COc1ccc(CCN2C(=O)C(Oc3ccccc3)C2c2ccc3c(c2)OCO3)cc1 (configuration not stated)	3.4%	1.3%	-5.4%	4.1%	1.4%	0.0%	8.7%
CC12CC[C@@H]3c4ccc(OS(=O)(=O)O)cc4CC[C@H]3C1CCC2=O (some centres not stated)	.	16.3%[21.7 µM]	.	.	-1.7%[17.1 µM]	0.0%[16.9 µM]	1.5%
OC1CCN(c2c3c(nc4cc(-c5ccc(Cl)cc5)nn24)CCC3)CC1	-2.3%	1.3%	-29.6%	?	0.7%	-1.0%	6.9%
C/C(=N\NC(=O)c1cccc(F)c1)c1cccc(NC(=O)c2ccc(F)cc2)c1	14.7%[9.22 µM]	4.8%	24.5%	2.0%	-4.9%	-5.0%	7.0%
CCn1c(-c2cc(Br)cc(OC)c2O)nc2cc(S(=O)(=O)N(C)C)ccc21	?	-6.1%	-20.6%[46.1 µM]	-15.5%	-4.1%	-0.7%	8.8%[38.3 µM]
CCCCn1c(SCC(=O)OCC)nc2c1c(=O)[nH]c(=O)n2C	11.3%	-0.3%	20.1%	8.0%	-2.9%	-1.0%	3.3%
Cc1ccc([N+](=O)[O-])cc1S(=O)(=O)NCCc1cn2ccccc2n1	2.7%[9.22 µM]	9.8%	-2.4%	.	.	2.3%	.
O=C(CCCN1C(=O)c2ccccc2C1=O)Nc1cccc(S(=O)(=O)NC2=NCCC2)c1	3.9%	1.2%	13.2%	1.4%	-1.4%	2.6%	2.5%
COc1cc(/C=C(\C#N)C(=O)NCC2CCCO2)ccc1OC(C)C (configuration not stated)	0.2%	3.3%	7.3%	14.6%	1.8%	-1.1%	9.8%
CCOC(=O)COc1ccc(S(=O)(=O)NCC2CCCO2)cc1 (configuration not stated)	-12.5%	7.6%	0.4%[46.1 µM]	2.4%	-1.8%	5.6%	3.1%
CCOc1ccc(N2C(=O)CN=C2Nc2ccccc2F)cc1	1.4%	1.3%	-1.4%[46.1 µM]	1.7%	-1.7%	-2.0%	-1.0%[38.3 µM]
CCC1(C(=O)O)NC(c2cc(OC)ccc2O)C2C(=O)N(Cc3ccccc3)C(=O)C21 (configuration not stated)	9.3%	-0.3%	-1.6%[46.1 µM]	.	-3.5%	6.2%	-10.7%[38.3 µM]
CCCn1c(=O)c2[nH]c(-c3ccc(S(=O)(=O)O)cc3)nc2n(CCC)c1=O	.	-3.3%	-9.7%[46.1 µM]	-14.1%	-0.9%	-0.2%	-18.8%

# Screens as filed in PubChem BioAssay.
